Screens as filed in PubChem BioAssay.
Insulin prom inh: TRM-6 insulin promoter activity inhibition | inhibition, % at 2 µM | 130,000 tested, 0.9% active | TRM-6 cells (human fetal islet line), insulin promoter-eGFP reporter, imaging; reporter expression induced with tamoxifen;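 active = inhibition above the mean plus 3 SD, with well images judged a real hit on visual review, cut at about 60% in these data, passing the limit was not always enough; inconclusive = inhibition over the cutoff but images rejected on review; inactive = inhibition not above the cutoff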
sdo1 growth: sdo1-depleted yeast growth rescue; S. cerevisiae sdo1-depleted JHY4D growth rescue, OD600 30 h; stronger effect = higher value; pdr5 snq2 efflux-pump mutant strain; z-score at 10 µM; 140,000 tested, 0.21% active;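 active = z-score above 3 at both the 24 hr and the 30 hr optical density reads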;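 also: z-score against mean and SD of all compound wells on the same plate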
sdo1 growth Rescue 24 h: second read-out of sdo1 growth, no call of its own (marks repeat the call); z-score; S. cerevisiae sdo1-depleted JHY4D growth rescue, OD600; measured here: growth rescue at 24 h;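 0 is the plate mean of compound wells and units are plate SD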
The depositor's hits bear a star; i = inactive; ? = inconclusive; . = no result given; [ ] = another dose, or the depositor's remark. The list is partial; the hit share may differ from the screen's.

Sample of the layout (four entries):
sdo1 growth	sdo1 growth Rescue 24 h	Insulin prom inh	SMILES
1.3	0.34	56	CC1=CC(=O)C=CC1(C)C(Cl)Cl (configuration not stated)
0.74	0.38	.	O=C(NCc1ccco1)C1CCCCN1S(=O)(=O)c1ccc(F)cc1 (configuration not stated)
-0.55	-0.67	.	COc1ccc(OCC(=O)N/N=C2\CCCc3ccccc32)cc1
-1.6	-1.1	0	CCc1ccccc1N(C)C(=O)CCc1nc(-c2ccc(C)cc2)no1

The listing, previewed entries included:
sdo1 growth	sdo1 growth Rescue 24 h	Insulin prom inh	SMILES
1.3	0.34	56	CC1=CC(=O)C=CC1(C)C(Cl)Cl (configuration not stated)
0.74	0.38	.	O=C(NCc1ccco1)C1CCCCN1S(=O)(=O)c1ccc(F)cc1 (configuration not stated)
-0.55	-0.67	.	COc1ccc(OCC(=O)N/N=C2\CCCc3ccccc32)cc1
-1.6	-1.1	0	CCc1ccccc1N(C)C(=O)CCc1nc(-c2ccc(C)cc2)no1
-0.12	-0.82	.	CCOC(=O)c1[nH]c2ccc(OC)cc2c1NC(=O)CCN1CCCC(C)C1 (configuration not stated)
-0.71	-0.35	-48	Cn1c(SCc2c(Cl)cccc2Cl)nc(C(F)(F)F)cc1=O
-1.5	0.45	-79	N#Cc1c(N2CCN(C(=O)c3ccccc3)CC2)nc(-c2ccccc2)c2c1CCCC2
-1.2	-1.3	.	CCOc1ccccc1OCCCC(=O)N1CCN(S(=O)(=O)c2cccc(F)c2)CC1
-2.1	-1.2	-23	N=c1c2c(-c3ccccc3)c(-c3ccccc3)oc2ncn1Cc1ccco1
-0.96	-0.54	-24	Cc1ccc(SCCNC(=O)/C=C/c2ccc([N+](=O)[O-])cc2)cc1
0.49	0.19	-47	CCN1CCN(C(=S)Nc2ccccc2Cl)CC1
-1.2	-1.1	-36	Cn1c(NCCCO)nc2c(c1=O)C1(CCCCC1)Cc1ccccc1-2
-0.09	-1.1	22	O=C(CN(C(=O)CNC(=O)c1ccco1)c1ccc(Cl)c(Cl)c1)NC1CCCCC1
0.9	0.83	.	O=[N+]([O-])c1cccnc1N1CCOCC1
0.8	1.5	-16	O=C(NCC1CCCO1)c1onc(CSc2ccc(F)cc2)c1C(=O)O (configuration not stated)
0.98	-0.12	0	CCC(C)(C(=O)NC1CCCCC1)N(Cc1cccs1)C(=O)CC1NC(=O)NC1=O (configuration not stated)
-1.9	-1.8	.	CCOC(=O)c1cccc(NC(=O)c2cc3sccc3n2C)c1
-0.48	-1.1	47	CCSc1nnc([C@H](Cc2c[nH]c3ccccc23)NC(=O)OC(C)(C)C)o1
1.2	1.1	24	CCC1CCc2c([nH]c3ccccc3c2=O)O1 (configuration not stated)
0.94	1.4	75*	CCOC(=O)c1c(C)cc(C)n2c1nc1ccccc12
0.76	0.65	0	O=C(CSc1nc2ccc(Cl)cc2[nH]1)NCc1ccco1
-0.32	-0.78	34	O=C1C2C3C=CC(CC3)C2C(=O)N1c1nccs1 (configuration not stated)
-0.39	-0.41	95*	C=CCSc1nc2ccccc2n1S(=O)(=O)c1ccc(C)cc1
0.57	0.35	-93	Cc1sc2nc3n(c(=O)c2c1C)CCCCC3
1.1	-0.01	.	O=C(CN1CCC2(CC1)OCCO2)c1ccc2cc[nH]c2c1

Three entries drawn at random from those above, as already listed:
sdo1 growth	sdo1 growth Rescue 24 h	Insulin prom inh	SMILES
-2.1	-1.2	-23	N=c1c2c(-c3ccccc3)c(-c3ccccc3)oc2ncn1Cc1ccco1
0.8	1.5	-16	O=C(NCC1CCCO1)c1onc(CSc2ccc(F)cc2)c1C(=O)O (configuration not stated)
-0.12	-0.82	.	CCOC(=O)c1[nH]c2ccc(OC)cc2c1NC(=O)CCN1CCCC(C)C1 (configuration not stated)

(cont.)
sdo1 growth	sdo1 growth Rescue 24 h	Insulin prom inh	SMILES
.	.	40	COC(=O)C(Cc1ccccc1)NC(=O)c1ccc(C)cc1 (configuration not stated)
-1.3	0.39	8	CCOC(=O)CCc1c(C)c2ccc(OCc3cc([N+](=O)[O-])ccc3OC)cc2oc1=O
0.57	0.09	2	COc1cccc(NC(=O)C2c3cc(OC)c(OC)cc3C(=O)N(C)C2c2cccnc2)c1 (configuration not stated)
.	.	-57	CCCCCCNC(=O)CCCCCNS(=O)(=O)c1ccc(Br)cc1
.	.	-7	NC(=O)/C(=C/c1ccco1)NC(=O)c1ccc(Br)o1
.	.	-47	Cc1nc(-c2ccc(Cl)cc2)sc1C(=O)O
0.51	0.53	-62	CCN(C(=O)CSc1nc2ccccc2n1CCc1ccccc1)C1CCS(=O)(=O)C1 (configuration not stated)
0.8	0.56	23	CC(C)(C)NC(=O)c1nc2ccccc2s1
8.5*	15*	12	Cc1ccc(C(=O)N(Cc2ccc3c(c2)OCO3)Cc2nc3ccccc3c(=O)[nH]2)cc1
0.47	0.89	-29	COc1cccc(CN(C(=O)Cc2c[nH]c3ccccc23)C(C(=O)NC2CCCCC2)c2ccc(C)o2)c1 (configuration not stated)
.	.	21	Cc1nonc1CN(C)C(=O)CC1C(=O)NCCN1Cc1ccc(F)c(F)c1 (configuration not stated)
-0.1	-0.62	.	O=C(NCC(=O)N(c1ccccc1)C(C(=O)NCC1CCCO1)c1ccccc1)c1ccco1 (configuration not stated)
0.48	-0.33	0	CCn1c(SC(C)C(=O)O)nnc1-c1cccnc1 (configuration not stated)
.	.	-19	Cc1cc(C)n2nc(CCCCc3nc4nc(C)cc(C)n4n3)nc2n1
0.16	-0.44	.	COc1cc(C2C(C#N)=C(N)Oc3cc(C)oc(=O)c32)ccc1OC(=O)N1CCOCC1 (configuration not stated)
-0.79	-0.63	-6	CN(c1ccccc1)S(=O)(=O)c1cccc(NC(=O)CC(C)(C)C)c1
0.35	0.07	-350	CC(=O)c1sc2nc(SCC(=O)N3CCCCC3)[nH]c(=O)c2c1C
0.55	0.5	.	O=C(c1cnc2n(c1=O)CCS2)N(C1CCCCC1)C1CCCCC1
0.1	-0.81	46	CCN(CC)CCN1C(=O)c2ccccc2NC1c1ccc(F)cc1 (configuration not stated)
.	.	40	Clc1cccc(-c2nnc3sc(-c4ccccc4)nn23)c1
.	.	-100	CN(C)CCCN(C(=O)/C=C/c1cccs1)c1nc2c(F)cccc2s1
0.09	-0.31	-30	COc1ccc(CC(=O)NCc2cccs2)cc1OC
-1.1	-0.76	.	Cn1c(C(=O)NCCc2c[nH]c3ccccc23)cc2sccc21
-0.47	-0.2	71	CCNC(=O)c1oc2c(c1C)C(=O)CC(C)(C)C2
0.67	1.2	.	CN(C(=O)COC(=O)C(Cc1ccccc1)NC(=O)c1ccccc1)c1ccccc1 (configuration not stated)
0.01	-0.39	5	CCOC(=O)C1=C(C)N(C)C(=O)NC1c1cccc(O)c1 (configuration not stated)
.	.	-67	Cc1ccc[n+](CC(=O)Nc2cc(C(F)(F)F)ccc2N2CCOCC2)c1
0.19	-0.14	-32	CC(C)C(NC(=O)c1ccccc1)C(=O)NC1=NCCS1 (configuration not stated)
.	.	-7	CCN(CC)CCNC(C(=O)Nc1cccc(C(C)=O)c1)c1ccccc1 (configuration not stated)
1.5	0.59	-22	C[C@H](NC(=O)Cn1cncn1)c1ccccc1
.	.	-8	Cc1cc(=O)oc2c(CN3CC(C)OC(C)C3)c(O)c(Cl)cc12 (configuration not stated)
-2.6	-0.2	-25	CCOC(=O)C1CCN(c2ncnc3c2oc2ccc(Br)cc23)CC1
0.36	0.85	.	COCCNc1nc2c(c(=O)n(C)c(=O)n2C)n1Cc1cccc(C)c1
.	.	32	Cc1cc(C)nc(Sc2ccc(C=O)cc2[N+](=O)[O-])n1
-1.1	-0.58	23	CC(Oc1ccc2ccc(=O)oc2c1)C(=O)c1ccccc1 (configuration not stated)
.	.	0	O=C(c1cccc(Cl)c1)N1CCN(c2ncnc3c2cnn3-c2ccccc2)CC1
.	.	i	COC(=O)c1cc(NC(=O)c2cccc(Cl)c2)c(=O)oc1/C=C/Nc1cc(C)cc(C)c1
-0.56	0.37	10	Cc1ccc(C(=O)O/N=C/c2c(N3CCOCC3)n(C)c3ccccc23)cc1
0.03	0.09	-43	Cc1ccc(-c2nnn(CC(=O)N(Cc3ccccc3)C(C(=O)NC(C)(C)C)c3ccncc3)n2)o1 (configuration not stated)
0.56	-0.25	.	Cc1ccc2c(c1)NC(=O)c1cccnc1N2
-0.03	-0.69	-22	CS(=O)(=O)C1=NSC2=NC(=O)/C(=C\c3ccc(-c4ccccc4)o3)C(=N)N21
0.83	0.04	.	O=C(NCC(=O)N(c1cccc(F)c1)C(C(=O)NCC1CCCO1)c1ccccc1)c1ccco1 (configuration not stated)
-1	-0.52	8	Clc1ccc(CSc2nnc(-c3cccnc3)n2Cc2ccco2)c(Cl)c1
-2.3	-1.8	0	O=C1c2ccccc2C(=O)c2c1oc(C(F)(F)F)c2C(=O)c1ccccc1
-0.31	0.11	10	O=C(NC(=S)Nc1ccc(Cl)cn1)c1cccs1
.	.	14	CCCCNS(=O)(=O)c1ccc(NC(=O)c2cccs2)cc1
0.47	0.97	2	O=C(CSC1=NC2(CCCCC2)N=C1c1ccccc1)Nc1ccc2c(c1)OCCO2
-0.68	-1.1	20	Cc1cccc(N2CCN(C(=O)CCNC(=O)Cn3ccc4ccccc4c3=O)CC2)c1C
-0.03	-0.03	.	O=C1NC(=S)N(C(=O)c2ccc(F)cc2)/C1=C/c1ccccc1
.	.	-35	Cn1c(N)c(C(=O)COC(=O)CSc2cccc3cccc(Cl)c23)c(=O)n(C)c1=O

(more compounds)
sdo1 growth	sdo1 growth Rescue 24 h	Insulin prom inh	SMILES
1.9	1.2	10	Cc1ccccc1-c1nnc(NC(=O)c2ccc(N3C(=O)CCC3=O)cc2)s1
0.79	0.49	-25	Cc1cc(N2C(=O)NC(=O)CC2C)c(C)cc1C(C)C (configuration not stated)
-0.33	-0.12	13	Cc1ccc2c(C)nc(Nc3nc(CSc4nc5ccccc5[nH]4)cc(=O)[nH]3)nc2c1
-0.26	0.05	-38	CC(C)CCNc1nc(-c2ccco2)c2c(c1C#N)CCCC2
-1.1	-1.1	-7	Cc1ccc(S(=O)(=O)N/N=C\c2ccccc2OCc2ccccc2)cc1
1.1	0.15	7	CC(=O)Nc1ccc(-c2nnc(SCc3ccc(C)cc3)n2C)cc1
0.21	0.05	-32	COc1ccc2oc(=O)c(-c3ccccc3C(=O)N3CCOCC3)cc2c1
-1.7	-1.6	.	COc1ccc2nc(SCCOC(=O)Nc3ccc(Cl)cc3)nc(C)c2c1
0.16	0.13	19	CCOc1cc(S(=O)(=O)N2CCN(CC)CC2)ccc1Cl
1.1	0.97	11	CCc1ccc(NC(=O)C2CCN(S(=O)(=O)c3c(C)[nH]c(=O)[nH]c3=O)CC2)cc1
.	.	0	COc1ccccc1C(=O)N(CCN(C)C)c1nc2cc(C)cc(C)c2s1
-0.68	-0.93	.	C=CCOn1c(=O)c(-c2ccc(OC)cc2)[n+]([O-])c2ccccc21
0.08	-1.2	3	Cc1ccc(C)c(-n2c3nc(=O)[nH]c(=O)c-3cc3cc([N+](=O)[O-])ccc32)c1
0.96	-0.23	39	CSc1nc(-c2ccccc2)nn1C(=O)c1ccco1
.	.	7	CCOCCCNC(=O)c1ccc(Cn2c(=S)[nH]c3c([nH]c4ccc(OC)cc43)c2=O)cc1
1.3[7.3 µM]	1.4	.	Cc1c(-n2c(SCC(=O)O)nnc2-c2ccccc2Cl)c(=O)n(-c2ccccc2)n1C
1.4	3.8	-126	Cc1cc(C(=O)CSc2nnnn2C)c(C)n1CCc1ccc(F)cc1
.	.	-75	CC(C)(C)NC(=O)CSc1nnc(NC(=O)c2ccccc2Cl)s1
0.06	-0.79	0	CCOc1ccc(C2C(C#N)=C(N)Oc3n[nH]c(C)c32)cc1OC(=O)C1CC1 (configuration not stated)
-1.4	-0.68	-33	O=C(NCc1ccc(OC(F)(F)F)cc1)C1CC(c2c(Cl)cccc2Cl)=NO1 (configuration not stated)
0.45	-0.14	.	CCOC(=O)C1=C(O)CCn2c1nc1ccccc12
1.4	1.2	.	CCOC(=O)C1CCN(C(=O)CCNC(=O)c2cc(OC)c(OC)c(OC)c2)CC1
0.04	-0.36	-12	COC(=O)c1ccc(/C=N/N2CCN(Cc3ccccc3)CC2)cc1
.	.	27	O=C(N/N=C/c1cc2c(cc1Cl)OCO2)c1ccccn1
.	.	?	COc1ccc(Cn2c(C)nnc2-c2cnn(C)c2N)cc1OC

Six successive compounds from above:
sdo1 growth	sdo1 growth Rescue 24 h	Insulin prom inh	SMILES
1.3	0.34	56	CC1=CC(=O)C=CC1(C)C(Cl)Cl (configuration not stated)
0.74	0.38	.	O=C(NCc1ccco1)C1CCCCN1S(=O)(=O)c1ccc(F)cc1 (configuration not stated)
-0.55	-0.67	.	COc1ccc(OCC(=O)N/N=C2\CCCc3ccccc32)cc1
-1.6	-1.1	0	CCc1ccccc1N(C)C(=O)CCc1nc(-c2ccc(C)cc2)no1
-0.12	-0.82	.	CCOC(=O)c1[nH]c2ccc(OC)cc2c1NC(=O)CCN1CCCC(C)C1 (configuration not stated)
-0.71	-0.35	-48	Cn1c(SCc2c(Cl)cccc2Cl)nc(C(F)(F)F)cc1=O
